Screening results from PubChem BioAssay.
PLAP inhibition – PLAP enzyme inhibitors, biochemical, luminescence, HTS (AID 690) | purified PLAP, luminescent substrate; higher % means a stronger effect | inhibition, % at 20 µM, or IC50 in µM where a hit was titrated | 96,000 compounds, 0.08% hits; in the data active = a potency from the dose series; inactive = the rest, 99 in 100 with inhibition below about 30%; note: strong numbers were not always called active
Bcl-B displacement – displacers of TR3 peptide from Bcl-B, primary screen, selectivity assay for Bfl-1 inhibitor project, biochemical, fluorescence polarization; AID 748; one-dose displacement, % at 20 µM; IC50 in µM for titrated hits; 96,000 compounds, 0.11% hits; FP displacement of FITC-TR3 peptide from Bcl-B; higher % means a stronger effect;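 active = displacement above 50% at 20 µM plus a fluorescence interference ratio under 1.5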;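 note: plate controls were wells without compound for no effect and wells lacking Bcl-B protein for full effect; a part of the inactive calls stands beside numbers as strong as those of hits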
NFkB transloc inh – blocks IL-1B driven NFkB nuclear translocation in HUVEC cells; HUVEC IL-1B NFkB p65 nuclear translocation imaging; inhibition, % at 2 µM; 94,000 compounds, 0.43% hits;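 active = inhibition above about 30% together with a positive call from visual inspection of the well image, limit read from the data; inconclusive = inhibition above a set limit but visual check negative; inactive = inhibition not above a set limit, visual check negative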;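 note: nuclear over cytoplasmic p65 intensity ratio measured by imaging; 0% = IL-1B stimulated DMSO wells and 100% = unstimulated DMSO wells; values of inactives mirror those of a sister screen read the other way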
NFkB transloc pot – enhances IL-1B driven NFkB nuclear translocation | AID 819 | HUVEC IL-1B NFkB p65 nuclear translocation imaging | activation, % at 2 µM | 94,000 compounds, 0.3% hits;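 active = activation above 40%, about the mean plus 3 SD, also judged a hit on visual image review; inconclusive = activation above 40% but not a hit on visual review; inactive = activation not above 40% and no visual hit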;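 note: percent activation is computed from the nuclear over cytoplasmic p65 intensity ratio; values of inactives mirror those of a sister screen read the other way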
MRP resist rev – compounds reversing MRP-mediated drug resistance. AID 602. H69AR cells + 2 uM doxorubicin, CellTiter-Glo, 72 h. 85,000 compounds, 0.04% hits. differential viability (reversal), % at 10 µM;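 active = viability drop by adding the cancer drug above about 55%, with treated viability meeting a 40% cutoff, limit read from the data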;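 note: viability without doxorubicin minus viability with 2 µM doxorubicin for each compound; larger differential means the compound sensitizes cells more to doxorubicin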
MRP resist rev cytotoxicity – further read-out of MRP resist rev, marked with its call; viability, %; H69AR cells, CellTiter-Glo, 72 h; measured here: cytotoxicity without doxorubicin
MRP resist rev with doxorubicin – recorded beside MRP resist rev, whose call it bears; viability, %; measured here: viability with 2 uM doxorubicin; stronger effect = lower value
NFkB transloc inh cell count 2 µM – second read-out of NFkB transloc inh, no call of its own (marks repeat the call); cell count; measured here: cells passing quality filter;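 raw number of nuclei counted in each imaged well without normalization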
NFkB transloc pot cell count 2 µM – also measured in NFkB transloc pot; calls as there; cell count; measured here: cells passing quality filter
Numbers without * were called inactive; u = inconclusive; x = not tested or not shown. These rows are one share of the data, so the mix of outcomes need not match the whole.

SMILES	PLAP inhibition	Bcl-B displacement	NFkB transloc inh	NFkB transloc inh cell count 2 µM	NFkB transloc pot	NFkB transloc pot cell count 2 µM	MRP resist rev	MRP resist rev cytotoxicity	MRP resist rev with doxorubicin
Cc1cccc(N(C(=O)c2ccc(CN3CCOCC3)o2)C(C(=O)NC(C)(C)C)c2ccc(F)cc2)c1 (configuration not stated)	x	x	17	83	-17	83	29	117	88
COc1cccc(CNC(=O)C(CCSC)NS(=O)(=O)c2ccc3c(c2)oc(=O)n3C)c1 (configuration not stated)	-2%	7%	-8	153	8	153	11	105	94
CCOC(=O)c1cn(CC(=O)Nc2ccc(CC)cc2)nn1	-1%	2%	-6	88	6	88	-15	87	102
CC(C)(C)OC(=O)N1CCC(C(=O)N2CCOCC2)CC1	11%	-5%	9	101	-9	101	x	x	x
CC(C)c1cc(NC(=O)C(C)(C)C)cc(C(C)C)c1O	-14%	-2%	-9	130	9	130	7	96	89
CCOC(=O)Cc1csc(NS(=O)(=O)Cc2ccccc2)n1	2%	-7%	-18	149	18	149	-7	92	99
CC(=O)c1oc2ccccc2c1NC(=O)CCCN1C(=O)c2ccccc2C1=O	33%	-10%	8	178	-8	178	-1	79	80
CC1CN(C(=O)CN2C(=O)NC3(CCCCCC3)C2=O)CC(C)O1 (configuration not stated)	7%	3%	8	167	-8	167	8	106	99
CC(C)(C)C(=O)Nc1nc(-c2ccccc2)ns1	x	x	-10	192	10	192	10	73	62
CCOC(=O)c1ccc(NC(=O)N2CCN(S(C)(=O)=O)CC2)cc1	-3%	4%	-15	125	15	125	3	96	94
CC(NS(=O)(=O)c1ccc(F)cc1)C(=O)NCc1ccncc1 (configuration not stated)	6%	0%	1	153	-1	153	-5	104	109
O=P(O)(O)c1ccccc1OCCOCCOc1ccccc1P(=O)(O)O	17%	-6%	x	x	x	x	12	94	81
Clc1ccc(OCc2nc(-c3ccncc3)no2)c(Cl)c1	28%	5%	-21	172	21	172	10	84	74
CCN(CC)C(=O)CSc1nnc(-c2ccc(S(=O)(=O)NCc3ccccc3Cl)cc2)o1	6%	8%	-1	150	1	150	22	104	82
O=C1C2C(C(=O)N1/N=C/c1cc([N+](=O)[O-])ccc1O)C1C=CC2C12CC2 (configuration not stated)	-1%	1%	-3	182	3	182	x	x	x
Cc1ccc(CO/N=C\Cc2snc(Sc3ncc(C(F)(F)F)cc3Cl)c2C#N)cc1	22%	-156%	x	x	x	x	-14	66	80
CC1(C)CC(=O)C(C=Nc2ccc(Cl)cn2)=C(O)C1	x	10%	-27	139	27	139	11	103	92
COc1ccc(N=Cc2sc(O)c3ccccc23)cc1	-4%	94%	-21	148	21	148	x	x	x
Cc1ccc(S(=O)(=O)N2CCC(C(=O)N[C@H](C(=O)NCC3CCCO3)C(C)C)CC2)cc1 (some centres not stated)	-52%	-8%	11	84	-11	84	12	90	77
COc1ccc(NC(=O)Cn2nnc(-c3ccc(CN4CCOCC4)cc3)n2)c(OC)c1	-62%	-1%	-27	122	27	122	10	95	86
CCc1noc(C)c1C(=O)Nc1nc(-c2ccc(Cl)cc2Cl)c(C)s1	-11%	-3%	-5	199	5	199	x	x	x
CCOc1ccc(Br)cc1/C(C)=N\NC1=NCCN1	2%	-5%	-6	175	6	175	-21	18	39
O=Cc1cc2ccccc2nc1SCc1ccc(Cl)cc1	8%	-8%	-5	86	5	86	x	x	x
CCOC(=O)c1ccc(N2C(=O)CC(N3CCC(C(=O)OCC)CC3)C2=O)cc1 (configuration not stated)	-55%	-17%	4	194	-4	194	-7	99	106
O=C(Nc1nccs1)c1cn(-c2ccccc2)nc1-c1ccccc1	-24%	-5%	1	100	-1	100	-20	47	67
Cc1[nH]n(CCC#N)c(=O)c1CC(=O)N1CCN(c2ccccc2)CC1	-64%	-5%	4	191	-4	191	9	96	87
CCN(CC)CCCNc1cc2n(c(=O)n1)CCc1cc(OC)c(OC)cc1-2	-53%	-7%	8	93	-8	93	-8	86	93
c1ccc2c(c1)ccc1nnc(SCc3ccc4c(c3)OCO4)n12	10%	0%	-10	193	10	193	1	87	86
N#Cc1ccccc1NC(=O)c1ccccc1OCC(=O)NCc1ccco1	-3%	-12%	-13	144	13	144	-1	79	80
Cc1noc(C)c1COc1ccc(C(=O)OC(C)C(=O)Nc2ccc(N3CCOCC3)cc2)cc1 (configuration not stated)	4%	-10%	6	52	-6	52	21	100	79
Cc1ccc(-n2ncc(C#N)c2/N=C/N2CCCCCC2)cc1	-43%	-3%	x	x	x	x	5	86	81
CC(=O)Oc1c(S(=O)(=O)c2ccccc2)c(C)nn1C(C)(C)C	-5%	-1%	18	132	-18	132	1	100	99
CC(C)(C)n1ncc2c(=O)n(CC(=O)Nc3ccc4c(c3)OCO4)cnc21	-12%	-2%	-2	152	2	152	-9	77	86
CC(C)CC(=O)Nc1ccc(C(=O)Cn2nc(C(=O)O)c3ccccc3c2=O)cc1	16%	-26%	6	162	-6	162	x	x	x
Cn1cnnc1SCC(=O)NCCc1ccccc1	16%	4%	-4	160	4	160	-6	97	103
Cn1c(N)c(N2CCCCC2)c(=O)n(CC(=O)Nc2ccc(Cl)c(Cl)c2)c1=O	-53%	-10%	12	41	-12	41	7	88	81
Nc1nnc(SCC(=O)NCCOc2ccccc2)s1	x	x	5	129	-5	129	-8	94	101
CCCNC(=O)Cn1cnc2sc(C(=O)N3CCCC(C(=O)OCC)C3)c(C)c2c1=O (configuration not stated)	-13%	-2%	1	129	-1	129	0	96	96
Brc1ccc(-c2nn3c(Cc4ccccc4)nnc3s2)o1	13%	-4%	3	191	-3	191	8	86	77
O=C(CC12CC3CC(C1)CC(CC(=O)NC1=NCCS1)(C3)C2)NC1=NCCS1	6%	-2%	-21	142	21	142	-7	94	101
Cc1cccc(NC(=S)NN2CCOCC2)c1C	-8%	5%	3	131	-3	131	21	95	74
Cc1ccc(-n2nnc3c(=O)n(CC(=O)NCc4ccco4)cnc32)cc1	10%	3%	-8	151	9	151	-15	63	78
COCC(C)NC(=O)c1ccc(Cl)c(Cl)c1 (configuration not stated)	x	x	0	118	0	118	-7	93	100
COC(=O)Nc1ccc2c(c1)N(C(=O)CCN1CCN3CCCC3C1)c1ccccc1S2 (configuration not stated)	-20%	12%	-44	113	u	x	-4	78	82
Cc1cc(C)cc(NC(=O)c2cccn2-c2ncc(C(F)(F)F)cc2Cl)c1	14%	4%	0	145	0	145	x	x	x
CCCN1C2CCCC1CC(NC(=S)Nc1cc(C)ccc1C)C2 (configuration not stated)	x	x	-11	186	11	186	14	100	86
COC(=O)c1onc(-c2c(C)cc(C)cc2C)c1C(=O)OC	0%	3%	x	x	x	x	x	x	x
Cc1ccc(C2C3=C(CCCC3=O)Nc3nc(SCC(=O)NCc4ccco4)[nH]c(=O)c32)cc1 (configuration not stated)	-11%	14%	-9	184	9	184	-7	101	108
O=C(Nc1ccccc1C(=O)N1CCOCC1)C1CCC(=O)N1C1CCCC1 (configuration not stated)	0%	-14%	-18	128	18	128	13	96	84
CC(OC(=O)c1ccc2ccccc2n1)C(=O)Nc1ccc(N2CCOCC2)cc1 (configuration not stated)	21%	-4%	-11	77	11	77	6	88	82
Continued:
SMILES	PLAP inhibition	Bcl-B displacement	NFkB transloc inh	NFkB transloc inh cell count 2 µM	NFkB transloc pot	NFkB transloc pot cell count 2 µM	MRP resist rev	MRP resist rev cytotoxicity	MRP resist rev with doxorubicin
CN(C)c1ccc(CN(C(=O)COc2ccccc2)C2CCS(=O)(=O)C2)cc1 (configuration not stated)	31%	1%	-6	69	5	69	-8	92	100
CCOC(=O)c1c(NC(=O)c2cccs2)sc2c1CCCC2	7%	6%	-12	49	12	49	18	84	67
CC(=O)CSc1nnc(-c2ccc3c(c2)OCO3)o1	x	x	-9	96	9	96	13	99	87
O=C(Nc1ccc2nc(-c3ccccc3)[nH]c2c1)c1ccco1	10%	0%	-8	163	8	163	-19	39	58
CCOc1oc(-c2ccc(OC)cc2)nc1C(F)(F)F	-3%	-13%	-4	65	4	65	7	92	86
CCCCSc1nc2c(cnn2-c2ccc(F)cc2)c(=O)[nH]1	-36%	-2%	-54	53	u	x	-12	71	82
Cc1ccc(C(=O)OC2CCOC2=O)cc1NC(=O)c1ccco1 (configuration not stated)	2%	-6%	x	x	x	x	-10	83	93
COc1ccc(CNc2nc3ccccc3n2Cc2ccccc2)cc1OC	-40%	1%	-3	132	3	132	x	x	x
CCOC(=O)/C=C1\SCC(=O)N1CC(=O)Nc1ccc2c(c1)CCC2	-10%	-20%	-13	91	13	91	12	100	89
CCN(CC)CCNC(=O)C1CCC(=O)N1CCc1ccccc1 (configuration not stated)	-7%	5%	-4	112	4	112	-10	90	100
CCN1C(=O)C2(C(C#N)=C(N)Oc3c2c(C)nn3-c2ccccc2)c2ccccc21 (configuration not stated)	-9%	-1%	-29	154	29	154	-6	52	58
CCn1ccc(C(=O)NC2C(=O)N3C(C(=O)O)=C(C)CSC23)n1 (configuration not stated)	17%	4%	-11	102	11	102	x	x	x
CSc1nc2c(c(=O)[nH]1)CCCC2	-18%	-2%	10	78	-10	78	-8	92	100
O=C(O)CCC(=O)N1CCc2cc(S(=O)(=O)N3CCCCC3)ccc21	-4%	-6%	15	143	-15	143	0	90	90
CCOC(=O)N1CCN(c2nc(SC)nc3sc4c(c23)CC(C)(C)OC4)CC1	-43%	0%	x	x	x	x	x	x	x
CCc1ccc(NC(=O)CS(=O)CC(=O)Nc2ccc(F)cc2F)cc1 (configuration not stated)	16%	10%	5	86	-5	86	-17	87	104
CCC(C)c1ccc(NC(=O)C2CC2)cc1 (configuration not stated)	18%	-3%	-7	170	7	170	9	89	80
O=C(c1cc(-c2ccc(Cl)cc2)n(-c2ccc(Cl)cc2)n1)N1CCOCC1	-53%	0%	5	162	-5	162	x	x	x
CCCOc1ccc(C(=O)N2CCCC2)cc1OC	-21%	0%	-20	149	20	149	6	85	79
O=C(Cn1nnc(-c2ccc(CN3CCOCC3)cc2)n1)NC1CCCCC1	2%	-4%	-17	164	17	164	0	90	90

Brought forward from above: 6 compounds; new compounds follow.
SMILES	PLAP inhibition	Bcl-B displacement	NFkB transloc inh	NFkB transloc inh cell count 2 µM	NFkB transloc pot	NFkB transloc pot cell count 2 µM	MRP resist rev	MRP resist rev cytotoxicity	MRP resist rev with doxorubicin
CCOC(=O)N1CCN(c2nc(SC)nc3sc4c(c23)CC(C)(C)OC4)CC1	-43%	0%	x	x	x	x	x	x	x
CCc1ccc(NC(=O)CS(=O)CC(=O)Nc2ccc(F)cc2F)cc1 (configuration not stated)	16%	10%	5	86	-5	86	-17	87	104
CCC(C)c1ccc(NC(=O)C2CC2)cc1 (configuration not stated)	18%	-3%	-7	170	7	170	9	89	80
O=C(c1cc(-c2ccc(Cl)cc2)n(-c2ccc(Cl)cc2)n1)N1CCOCC1	-53%	0%	5	162	-5	162	x	x	x
CCCOc1ccc(C(=O)N2CCCC2)cc1OC	-21%	0%	-20	149	20	149	6	85	79
O=C(Cn1nnc(-c2ccc(CN3CCOCC3)cc2)n1)NC1CCCCC1	2%	-4%	-17	164	17	164	0	90	90
CNCc1ccccc1OCC(=O)Nc1ccccc1OC	20%	-10%	-1	158	1	158	1	83	81
Cc1cc(Cl)cc(Br)c1OCCCN1C(=O)NC(C)(C)C1=O	-44%	18%	-1	174	1	174	7	85	78
COc1ccc(CC(=O)n2nc(-c3ccccc3)nc2NCc2ccco2)cc1	9%	-5%	-5	155	5	155	7	89	82
COCC(=O)N(C)c1nnc(-c2cnccn2)s1	23%	-5%	3	121	-3	121	-17	96	113
CCn1c(CC(=O)Nc2ccc(C)cc2)nnc1SCC(=O)N1CCN(c2ccccc2)CC1	-8%	3%	0	144	0	144	-3	105	108
Cn1c(=O)n(Cc2ccc(Cl)cc2)c2ccccc21	19%	1%	-4	152	9	63	29	104	76
